Compound activity: PubChem, Sanford-Burnham Center for Chemical Genomics
hIAP activ: human IAP activation; P09923; purified human IAP, CDP-Star luminescence, 30 min; stronger effect = higher value; 1 = vehicle-only enzyme, 0 = enzyme-free background; activation factor at 10 µM; 330,000 tested, 0.16% active;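 active = activation factor of the enzyme at least 2-fold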; also: the source names both 10 and 20 µM as test concentration; values of inactives mirror those of a sister screen read the other way
mIAP block: blocks mouse intestinal alkaline phosphatase | purified mouse IAP, CDP-Star luminescence, 30 min | inhibition, % at 10 µM | 330,000 tested, 0.2% active | AID 2806;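 active = inhibition of at least 40% at 10 µM in the primary screen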;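 also: plate controls were DMSO with enzyme for no effect and no enzyme wells for full effect; values of inactives mirror those of a sister screen read the other way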
ATG4B inhibitor: blocks human ATG4B protease cleavage of LC3 substrate | Q9Y4P1 | ATG4B cleavage of LC3-PLA2, NBD-HPC fluorescence, 1 h | inhibition, % at 8.33 µM | 340,000 tested, 0.51% active; in the data active = inhibition above about 40%
Target sequence (Q9Y4P1 whole entry, looked up): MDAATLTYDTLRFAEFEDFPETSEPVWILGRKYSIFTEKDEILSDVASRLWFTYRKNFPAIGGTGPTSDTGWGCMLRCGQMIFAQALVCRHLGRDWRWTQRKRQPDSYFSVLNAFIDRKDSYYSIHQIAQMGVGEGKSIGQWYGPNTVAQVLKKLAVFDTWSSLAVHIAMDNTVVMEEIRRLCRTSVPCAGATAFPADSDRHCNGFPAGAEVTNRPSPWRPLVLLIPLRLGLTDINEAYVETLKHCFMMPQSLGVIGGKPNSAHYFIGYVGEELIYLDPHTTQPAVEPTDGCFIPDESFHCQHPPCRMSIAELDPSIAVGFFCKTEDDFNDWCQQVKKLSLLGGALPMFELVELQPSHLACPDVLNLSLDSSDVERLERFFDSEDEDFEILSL
MIN6 prolif: inducers of beta-cell replication in MIN6 cells; AID 2380; 330,000 tested, 0.29% active; MIN6 cells proliferation, ATPlite luminescence, 48 h; cells starved in 0.2% serum; 100% = growth in 10% serum; proliferation, % at 10 µM;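 active = compounds whose signal lies at least 3.5 SD above the mean of all wells on their plate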;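 also: 0% = DMSO-treated cells in low-serum medium and 100% = 10% serum control; some compounds called inactive have numbers as strong as hits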
hIAP block: human IAP inhibition; P09923; purified IAP, CDP-Star luminescence, 30 min; inhibition, % at 10 µM; 330,000 tested, 0.12% active;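 active = inhibition reaching a set limit with compound at 10 µM in the primary screen, cut at about 35% in these data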;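 also: plate controls were DMSO wells with enzyme for no effect and no-enzyme buffer wells for full effect; values of inactives mirror those of a sister screen read the other way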
APOBEC3A inh: inhibitors of human APOBEC3A DNA deaminase. recombinant A3A, FAM/TAMRA ssDNA deamination fluorescence. P31941. 330,000 tested, 0.41% active. inhibition, % at 20 µM. AID 493011;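 active = at least 40% inhibition at 20 µM here, with at most 30% in a related deaminase screen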;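 also: plate controls were A3A with DMSO for no effect and wells lacking A3A enzyme for full effect; some results filed as inactive read as strong as hits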
Target sequence (P31941 whole entry, looked up): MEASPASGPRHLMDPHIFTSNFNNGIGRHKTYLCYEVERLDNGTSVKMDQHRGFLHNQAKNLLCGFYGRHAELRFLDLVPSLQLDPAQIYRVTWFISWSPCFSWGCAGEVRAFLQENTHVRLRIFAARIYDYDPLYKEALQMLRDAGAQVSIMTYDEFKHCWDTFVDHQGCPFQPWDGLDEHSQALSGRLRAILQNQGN
mIAP activ: increases mouse intestinal alkaline phosphatase activity | muIAP, CDP-Star luminescence, 30 min; stronger effect = higher value; 1 = vehicle-only enzyme signal, 0 = enzyme-free wells | activation factor at 10 µM | 330,000 tested, 0.24% active | AID 2805;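 active = activation factor of at least 2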; also: the source names both 10 and 20 µM as test concentration; values of inactives mirror those of a sister screen read the other way
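System: Mouse IAP enzyme | Also added: CDP-Star substrate | Dosing: Compounds dispensed in DMSO | Schedule: 30 min enzyme-substrate-compound incubation at room temperature | Technique: Chemiluminescence readout | Control set: DMSO-only wells and no-enzyme negative control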
A3G deaminase: APOBEC3G (human) deaminase inhibition; Q9HC16; recombinant A3G, ssDNA deamination FAM/TAMRA fluorescence; inhibition, % at 20 µM; 330,000 tested, 0.28% active; AID 493012;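 active = inhibition of at least 40% at 20 µM, with no more than 30% in the related APOBEC3A deaminase screen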;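 also: plate controls were DMSO wells with A3G for no effect and wells lacking A3G enzyme for full effect; some compounds called inactive have numbers as strong as hits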
Target sequence (Q9HC16 whole entry, looked up): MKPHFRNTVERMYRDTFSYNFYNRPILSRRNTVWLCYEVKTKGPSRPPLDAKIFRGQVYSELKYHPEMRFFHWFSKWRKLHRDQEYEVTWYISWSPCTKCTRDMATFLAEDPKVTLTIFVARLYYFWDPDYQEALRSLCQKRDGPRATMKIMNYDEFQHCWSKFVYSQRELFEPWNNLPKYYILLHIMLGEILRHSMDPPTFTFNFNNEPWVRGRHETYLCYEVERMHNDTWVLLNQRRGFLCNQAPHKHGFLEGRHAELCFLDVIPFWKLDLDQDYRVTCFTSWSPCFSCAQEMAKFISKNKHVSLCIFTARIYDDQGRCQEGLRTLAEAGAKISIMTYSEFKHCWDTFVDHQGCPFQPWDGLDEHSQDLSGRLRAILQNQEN
MPTP inh: blocks calcium-induced mitochondrial swelling. isolated mouse mitochondria, Ca2+ swelling absorbance, 30 min. AID 602449. 360,000 tested, 1.4% active. inhibition, % at 10 µM;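 active = inhibition of 50% or more, scaled per plate between neutral and stimulator controls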;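 also: 0% = DMSO wells given calcium and 100% = 1 mM EGTA wells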
An asterisk follows results filed as active.

SMILES | hIAP activ | mIAP block | ATG4B inhibitor | MIN6 prolif | hIAP block | APOBEC3A inh | mIAP activ | A3G deaminase | MPTP inh
CC(=O)c1c(C)oc2ccc(N(C(C)=O)S(=O)(=O)c3ccc(Cl)c([N+](=O)[O-])c3)cc12 | 1.3 | 5 | -7 | -5 | -31 | -3 | 0.95 | -5 | -0.3
CC(=O)c1cc(-c2ccccc2)n(CC(=O)N2CCCC2)c1C | 1.4 | -8 | -14 | 0 | -41 | -1 | 1.1 | -6 | 0.7
CC(C)=CC(=O)N1CC[C@@H](N2CCN(c3ccccc3F)CC2)[C@H](O)C1 | 1.2 | -4 | 2 | 1 | -16 | 0 | 1 | -11 | 0.4
OCc1ccccc1CNCc1ccccc1 | 1.2 | -3 | -2 | -1 | -16 | 0 | 1 | -3 | -0.1
COc1ccc(C(C)=O)cc1COC(=O)Cc1n[nH]c(=O)c2ccccc12 | 1 | -4 | -4 | 0 | -2 | 3 | 1 | -1 | -1.0
CC1(C(O)(C#CC[N+]2(C)CCCCC2)c2ccccc2)CCCC1 (stereo not given) | 1.1 | -7 | 4 | -1 | -8 | 82 | 1.1 | 34 | -1.9
Cc1ccc(C(c2nnnn2CCc2ccccc2)N2CCC(C)CC2)cc1 (stereo not given) | 0.92 | 1 | -1 | -3 | 8 | -3 | 0.99 | -2 | -0.4
COC(=O)c1ccc(COC(=O)CCNS(=O)(=O)c2ccc(C)c(C)c2)cc1 | 1.1 | -8 | -10 | -3 | -9 | -4 | 1.1 | -10 | -1.2
Cc1[nH]nc(SCC(=O)NC(C)c2ccccc2)c1[N+](=O)[O-] (stereo not given) | 1.1 | -5 | 1 | 0 | -14 | 0 | 1 | -1 | -0.8
CCC(C)NS(=O)(=O)c1ccc(NC(=O)c2ccc([N+](=O)[O-])cc2Cl)cc1 (stereo not given) | 1.1 | 2 | 3 | -2 | -8 | 1 | 0.98 | 1 | -1.6
COc1ccc(S(=O)(=O)N(C)C[C@H]2Oc3c(NC(=O)c4ccncc4)cccc3C(=O)N([C@H](C)CO)C[C@@H]2C)cc1 | 0.98 | -5 | -12 | -1 | 2 | -6 | 1 | -9 | -0.8
CC1CN(C2CCN(C(=O)COc3ccc(Cl)cc3)CC2)CC(C)O1 (stereo not given) | 1.1 | -1 | -10 | 5 | -11 | -2 | 1 | -3 | -1.6
COc1cccc(CN(C)C(=O)C(Cc2ccccc2)NC(=O)c2ccccc2)c1OC (stereo not given) | 0.92 | 3 | -10 | 3 | 8 | 5 | 0.97 | -8 | 1.1
O=C(OCC(=O)N1CCN(c2ccccc2)CC1)c1ccc2ncsc2c1 | 0.9 | 5 | -11 | 4 | 10 | 3 | 0.95 | 0 | 0.7
Clc1ccc(CN2CC[C@H]3C=CCc4cccc(c43)C2)cc1 | 1.1 | 3 | 1 | -5 | -14 | 0 | 0.97 | 2 | 1.2
CC(/C=N/NC(=O)c1ccccc1C)=C\c1ccccc1 | 0.96 | -1 | -6 | -3 | 4 | -2 | 1 | -8 | 2.5
COc1ccc(C(=O)NNC(=O)CCC(=O)Nc2cc(C)on2)cc1 | 0.85 | 9 | -6 | 0 | 15 | 0 | 0.91 | -7 | 0.6
COc1cc(/C=N/NC(=O)c2cc(-c3cccc(Br)c3)nc3ccccc23)cc(OC)c1O | 1 | 15 | 4 | -2 | -4 | -5 | 0.85 | -2 | 4.7
O=C(N[C@@H](Cc1ccccc1)c1nc2ccccc2[nH]1)c1cc([N+](=O)[O-])ccc1Cl | 0.95 | 11 | 3 | -1 | 4 | 6 | 0.89 | -1 | 3.7
Cc1ccc(C)c(-n2nnnc2Sc2nc([N+](=O)[O-])nn2C)c1 | 0.99 | 30 | 1 | 0 | 1 | 2 | 0.7 | 4 | -1.3

Shown comma-delimited: part of the list above
SMILES,hIAP activ,mIAP block,ATG4B inhibitor,MIN6 prolif,hIAP block,APOBEC3A inh,mIAP activ,A3G deaminase,MPTP inh
O=C(N[C@@H](Cc1ccccc1)c1nc2ccccc2[nH]1)c1cc([N+](=O)[O-])ccc1Cl,0.95,11,3,-1,4,6,0.89,-1,3.7
Clc1ccc(CN2CC[C@H]3C=CCc4cccc(c43)C2)cc1,1.1,3,1,-5,-14,0,0.97,2,1.2
COc1ccc(C(=O)NNC(=O)CCC(=O)Nc2cc(C)on2)cc1,0.85,9,-6,0,15,0,0.91,-7,0.6
COc1cccc(CN(C)C(=O)C(Cc2ccccc2)NC(=O)c2ccccc2)c1OC (stereo not given),0.92,3,-10,3,8,5,0.97,-8,1.1
CC(/C=N/NC(=O)c1ccccc1C)=C\c1ccccc1,0.96,-1,-6,-3,4,-2,1,-8,2.5
COc1cc(/C=N/NC(=O)c2cc(-c3cccc(Br)c3)nc3ccccc23)cc(OC)c1O,1,15,4,-2,-4,-5,0.85,-2,4.7

New compounds follow:
SMILES | hIAP activ | mIAP block | ATG4B inhibitor | MIN6 prolif | hIAP block | APOBEC3A inh | mIAP activ | A3G deaminase | MPTP inh
CC(C)N(CC#CCC(O)(c1ccccc1)c1ccccc1)C(C)C | 1.1 | 3 | -2 | -2 | -6 | 7 | 0.97 | 1 | -0.6
CCOc1ccc(CCNS(=O)(=O)c2ccc3c(c2)oc(=O)n3C)cc1OCC | 1.1 | -5 | -3 | 1 | -13 | -5 | 1.1 | -8 | -0.5
O=C(C[n+]1cc(Br)cc2ccccc21)c1ccc(Br)cc1 | 0.95 | 4 | 7 | -5 | 5 | 0 | 0.96 | -12 | 0.9
CC1(C)Cc2c(c(-c3ccco3)nc3sc4c(NCC5CCCO5)ncnc4c23)CO1 (stereo not given) | 0.88 | -6 | -1 | 3 | 12 | -1 | 1.1 | -3 | 1.6
CCNc1nc(NCC)n2c(SC(C(=O)Nc3cc(C)ccc3OC)c3ccccc3)nnc2n1 (stereo not given) | 1 | 1 | -9 | 1 | -1 | 1 | 0.99 | -3 | 0.6
COc1ccc(C(=O)COC(=O)c2cccnc2Cl)c(OC)c1 | 0.91 | 8 | -5 | 0 | 9 | 8 | 0.93 | 0 | -0.2
CSCCC(NC(=O)c1ccccc1Br)C(=O)NCC(C)(C)N1CCOCC1 (stereo not given) | 0.94 | -8 | -6 | -2 | 6 | -5 | 1.1 | -11 | -0.7
Cn1ccs/c1=N\S(=O)(=O)c1ccc(C(C)(C)C)cc1 | 1 | 0 | -25 | 2 | -3 | -1 | 1 | -9 | 9.1
O=C(NC1CCCCC1)c1ccc(S(=O)(=O)N2CCCC2)cc1 | 0.96 | 9 | -3 | -1 | 4 | -1 | 0.91 | -6 | -1.0
Cc1ccc(-c2[nH]ncc2/C=N/n2c(COc3ccccc3C)nc3ccccc3c2=O)cc1 | 1.2 | 2 | 0 | -5 | -16 | -3 | 0.98 | -5 | 5.1
Cc1c(NC(=O)C2CCCCC2)cc(C(=O)N2CCOCC2)cc1[N+](=O)[O-] | 1.1 | -17 | -23 | -4 | -12 | -1 | 1.2 | 1 | 2.3
Cn1c(=O)c2c(ncn2CC(=O)Nc2ccccc2Sc2ccccc2)n(C)c1=O | 1.1 | -4 | -15 | -2 | -14 | 2 | 1 | -4 | -2.0
CCN1CCCC(NC(=O)c2cc([N+](=O)[O-])ccc2OC)C1 (stereo not given) | 1.1 | -8 | 2 | 0 | -8 | -1 | 1.1 | -4 | -0.5
COc1cccc2c1OCC/C2=N\NC(=O)COc1ccc(C)cc1 | 1 | -2 | -15 | 1 | 0 | -1 | 1 | -3 | -0.7
COCCNC(=O)COc1ccc(Oc2ccccc2)cc1 | 1.1 | -8 | -5 | -1 | -8 | -7 | 1.1 | -8 | -0.6
Cc1ccc(C(=O)N2CCN(c3ncccn3)CC2)cc1 | 1.2 | 5 | 0 | -1 | -22 | 0 | 0.95 | -9 | -1.3
O=C(CSc1ccc2ccccc2c1)Nc1ccc(S(=O)(=O)Nc2nccs2)cc1 | 1 | 9 | 0 | -1 | -1 | 3 | 0.91 | -1 | 1.3
Cc1cccc2[nH]c3c(=O)n(CCN4CCNCC4)cnc3c12 | 0.87 | -6 | 6 | -4 | 13 | 1 | 1.1 | -2 | -0.8
CC1CCCN(C(=S)Nc2ccc3nc4n(c(=O)c3c2)CCCCC4)C1 (stereo not given) | 0.91 | 9 | 8 | 1 | 9 | -2 | 0.91 | -3 | 5.0
O=C(Nc1ccccn1)c1ccc(Cl)c(S(=O)(=O)N2CCCC2)c1 | 0.96 | 11 | -1 | 4 | 4 | -2 | 0.89 | -11 | 0.6
CCOC(=O)C1=C(CN2CCCCCC2)NC(=O)NC1c1cccc([N+](=O)[O-])c1 (stereo not given) | 0.8 | 8 | 6 | -1 | 20 | 4 | 0.92 | -2 | 11
Cc1ccc(S(=O)(=O)N(C)C)cc1NC(=O)C(C)N(C)CCOc1ccc(Cl)cc1 (stereo not given) | 1 | 3 | -15 | -3 | -2 | -1 | 0.97 | -5 | 0.7
COc1ccc(-c2oc3ccccc3c(=O)c2OCC(=O)O)cc1 | 0.93 | 3 | 2 | 1 | 7 | 2 | 0.97 | -1 | -0.1
CCOc1ccc(C(=O)Nc2nnc(S(=O)(=O)N3CCCCC3)s2)cc1 | 1.2 | 10 | -5 | -3 | -19 | -5 | 0.9 | -6 | 0.4
Cc1ccc(-n2c(C)c([N+](=O)[O-])c3ccc(O)c(CN(C)C)c32)cc1 | 0.75 | 5 | -7 | 0 | 25 | -1 | 0.95 | -2 | -0.1
O=C(NCc1ccccc1)c1ccc2c(=O)n3c(nc2c1)CCCCC3 | 0.97 | 4 | -15 | 0 | 3 | -1 | 0.96 | -2 | -1.0
CCC(C)[C@H](NC(=O)Nc1ccc(C(C)=O)cc1)C(=O)OC (stereo not given in full) | 1 | 4 | -2 | 0 | -5 | 3 | 0.95 | 1 | 0.0
O=C(CCCCCn1c(=S)[nH]c2cc3c(cc2c1=O)OCO3)N1CCN(Cc2ccccc2)CC1 | 0.97 | 9 | 26 | -4 | 2 | 0 | 0.91 | -4 | 5.7
O=C(Nc1cccc([N+](=O)[O-])c1)Nc1cccc([N+](=O)[O-])c1 | 0.96 | 14 | 25 | -6 | 4 | 1 | 0.86 | 0 | 91*
Cc1ccc(NC(=O)Cn2cccc2C2=NC(c3ccccc3)CO2)c(C)c1 (stereo not given) | 1.1 | -6 | -1 | -4 | -6 | -3 | 1.1 | -7 | 4.8
Cc1cc(C)c[n+](-c2[nH]c(=O)sc2/C=N/NC([S-])=Nc2ccccc2)c1 | 0.93 | 13 | -2 | 0 | 7 | 1 | 0.87 | -7 | 0.4
Cc1cccc(N(CC(=O)NCCC2=CCCCC2)S(C)(=O)=O)c1C | 1.1 | 0 | -8 | -2 | -5 | 1 | 0.99 | -6 | 0.2
Fc1cccc(Cl)c1Cn1nnc2c(N3CCC4(CC3)OCCO4)ncnc21 | 0.96 | 12 | -16 | -2 | 4 | 2 | 0.88 | 2 | -1.6
N#CCc1ccc(NC(=O)Nc2cccc3ccccc23)cc1 | 1.3 | -110 | -17 | -1 | -27 | -2 | 2.1* | -8 | 4.9
O=C(COC(=O)c1ccccc1OCc1ccc(Cl)cc1)NC1CC1 | 0.8 | 2 | -13 | -1 | 20 | -1 | 0.98 | -8 | -2.2
[O-][n+]1c2c(c3c4non(O)c4ccc31)CCCC2 | 1.1 | 4 | 3 | -4 | -14 | 3 | 0.96 | -3 | 96*
